OXTR agonist: agonists of human oxytocin receptor; actives 0.32% (n = 320,000); activation, % at 3 µM; P30559; CHO-OTR cells, Fluo-8 calcium fluorescence; normalized: DMSO 0%, oxytocin 100%;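 active = activation above the mean of all tested compounds plus 3 SD, cutoff set per screening run, cut at about 20% in these data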;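 note: peak over basal fluorescence ratio from a 100 s FLIPR kinetic read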
IMP-1 inh: blocks Pseudomonas aeruginosa IMP-1 metallo-beta-lactamase; actives 0.45% (n = 290,000); inhibition, % at 5.6 µM; purified IMP-1, nitrocefin hydrolysis, epi-absorbance fluorescence;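 active = inhibition above the mean plus 3 SD of all compounds in the same screening run, cut at about 4.5% in these data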;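 note: 0% = IMP-1 with DMSO and 100% = DMSO wells lacking enzyme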
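System: purified IMP-1 / Input: IMP-1 dispensed at 0.2 nM / Medium: 50 mM HEPES pH 7.1, 50 µM ZnSO4, 0.05% Brij 35 / Timing: 15 min enzyme–compound preincubation, then 25 min nitrocefin reaction, 25 °C / Technique: plate fluorescence quenching by hydrolysis product, ex 480/em 530 nm / Repeats: singlicate testing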
V1aR counter: counter-screen for oxytocin receptor agonists: human V1a receptor agonists; CHO-V1R cells, Fluo-8 calcium fluorescence, agonist mode; 0% DMSO, 100% 3 nM vasopressin; activation, % at 3 µM; actives 0.25% (n = 320,000); AID 2797;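 active = activation above the mean activation of all tested compounds plus 3 SD, per screening run, cut at about 20% in these data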;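 note: signal is peak over basal fluorescence ratio across a 100 second FLIPR read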
FID counter: displaces DNA intercalator in HCV helicase counter-screen. DNA fluorescent intercalator displacement, fluorescence. inhibition, % at 7.9 µM. actives 0.17% (n = 290,000). AID 1845; in the data active = inhibition above about 37%;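 note: 0% = vehicle and 100% = reference compound; higher means more ethidium bromide displaced from hairpin DNA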
VIM-2 inhibitor: inhibitors of Pseudomonas aeruginosa VIM-2 metallo-beta-lactamase; AID 1527; purified VIM-2, nitrocefin hydrolysis, epi-absorbance fluorescence; actives 0.89% (n = 290,000); inhibition, % at 5.6 µM;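 active = inhibition above the mean of all tested compounds plus 3 SD, cutoff set per screening run, cut at about 7.5% in these data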;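 note: red hydrolysis product quenches plate fluorescence so inhibitors raise well fluorescence; 0% = enzyme with DMSO and 100% = DMSO without enzyme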
GPR7 antagonist: blocks human GPR7 receptor signaling; P48145; GPR7-expressing cells, fluorescence antagonist assay; inhibition, % at 4.4 µM; actives 1.1% (n = 290,000); AID 1861; in the data active = inhibition above about 16%, passing the limit was not always enough;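 note: cells stimulated with the agonist NPW; 0% = agonist with vehicle and 100% = vehicle without agonist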
Target sequence (P48145 whole entry, looked up): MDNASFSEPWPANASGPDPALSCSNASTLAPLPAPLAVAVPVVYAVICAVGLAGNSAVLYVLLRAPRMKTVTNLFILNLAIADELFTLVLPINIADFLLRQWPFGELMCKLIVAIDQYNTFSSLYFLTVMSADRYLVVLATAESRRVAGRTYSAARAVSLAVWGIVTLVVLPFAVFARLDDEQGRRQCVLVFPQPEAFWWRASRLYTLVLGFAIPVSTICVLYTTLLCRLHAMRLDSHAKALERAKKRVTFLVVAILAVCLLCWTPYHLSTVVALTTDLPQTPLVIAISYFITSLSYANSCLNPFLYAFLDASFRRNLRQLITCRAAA
GalR3 antagonist: antagonists of human GalR3. actives 0.44% (n = 360,000). inhibition, % at 3 µM. O60755. HEK293 GalR3-CNG cAMP membrane potential fluorescence; galR3 body fused to GalR1 C-terminus. AID 651719;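 active = inhibition above the screen-wide average plus 3 SD, cut at about 13% in these data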;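 note: forskolin and galanin both at EC90 stimulate the cells; cAMP rise reported by CNG channel membrane potential dye signal; 0% = forskolin plus galanin with DMSO and 100% = forskolin alone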
Target sequence (O60755 1-299 limits assumed): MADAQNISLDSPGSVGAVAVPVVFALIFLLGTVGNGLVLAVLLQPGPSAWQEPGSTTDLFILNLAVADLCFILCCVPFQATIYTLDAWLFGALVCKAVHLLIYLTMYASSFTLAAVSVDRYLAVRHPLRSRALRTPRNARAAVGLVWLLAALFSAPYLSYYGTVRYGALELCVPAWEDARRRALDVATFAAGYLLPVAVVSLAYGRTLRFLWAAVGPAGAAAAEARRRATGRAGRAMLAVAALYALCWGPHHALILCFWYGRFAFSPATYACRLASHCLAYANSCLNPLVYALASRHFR
PHOSPHO1 inh: blocks human PHOSPHO1 phosphatase activity; actives 1.1% (n = 290,000); recombinant PHOSPHO1, absorbance phosphatase assay; AID 1565; inhibition, % at 13.3 µM; in the data active = inhibition above about 60%
Target sequence (Q8TCT1 whole entry, looked up): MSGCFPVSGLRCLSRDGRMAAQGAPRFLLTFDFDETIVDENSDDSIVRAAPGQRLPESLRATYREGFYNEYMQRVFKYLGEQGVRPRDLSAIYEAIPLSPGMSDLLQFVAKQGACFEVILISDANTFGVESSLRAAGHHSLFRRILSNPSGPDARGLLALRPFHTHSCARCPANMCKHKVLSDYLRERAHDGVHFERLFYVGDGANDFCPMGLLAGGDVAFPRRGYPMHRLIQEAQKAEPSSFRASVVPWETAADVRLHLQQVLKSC
HCV NS3 hel inh: inhibitors of Hepatitis C virus NS3 helicase; NS3 helicase DNA unwinding, Cy5 molecular beacon fluorescence; AID 1800; inhibition, % at 10.9 µM; actives 0.56% (n = 290,000);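 active = inhibition above the mean of all tested compounds plus 3 SD, set per campaign, cut at about 35% in these data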;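 note: 0% = DMSO wells and 100% = thioflavine S control wells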
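System: NS3 helicase fragment of HCV / Schedule: 1 h at 25 °C / Control set: DMSO alone as 0% and 110 µM thioflavine S as 100% / Reagent: Cy5/quencher beacon DNA duplex and ATP to start / Technique: Cy5 fluorescence / Replication: singlicate / Evaluation: % inhibition of end-to-start signal ratio versus controls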
* marks the source's active call; other numbers are inactive results; x = not tested or not shown.

SMILES	OXTR agonist	IMP-1 inh	V1aR counter	FID counter	VIM-2 inhibitor	GPR7 antagonist	GalR3 antagonist	PHOSPHO1 inh	HCV NS3 hel inh
CCNc1ccc([N+](=O)[O-])cc1	-1.0	-2.3	-1.0	0	-3.6	-13	-6	16	6
COc1ccc(NC(=O)COC(=O)COc2ccc(Br)cc2)cc1	-0.2	-2.9	-0.4	-13	-3.2	11	-12	28	-5
Fc1cccc(CSc2ccc(-c3ccco3)nn2)c1	-2.3	-1.9	0.4	-6	1.1	0	-10	2	15
COc1ccc(/C=N/NS(C)(=O)=O)c(OC)c1	-1.3	-1.1	-1.1	-1	-1.4	-4	0	-9	7
COc1ccccc1N1CCN(C(=O)c2cccc(N3C(=O)C4C5C=CC(C5)C4C3=O)c2)CC1 (stereo unspecified)	3.1	-2.4	2.2	-66	-3.2	6	-7	50	-1
Cc1cccc(C(CC(=O)NCCc2ccccc2)c2ccccc2)c1O (stereo unspecified)	-2.3	-0.8	-1.6	-21	-1.6	4	-10	37	-26
O=C(N/N=C/c1cccnc1)c1ccc([N+](=O)[O-])cc1	0.0	-1.7	0.1	2	-1.7	2	0	-22	7
O=CN/N=C/c1c(O)ccc2ccccc12	0.8	-3.4	0.4	-3	-3.0	-7	10	-12	-3
COc1cccc(NC(=O)Nc2nccc(C)n2)c1	-1.4	-1.8	-0.8	-4	-1.6	-18	-5	-16	-12
CCn1c(-c2nn(-c3ccc(C)cc3)ccc2=O)n[nH]c1=S	-0.1	-2.9	0.7	-14	14*	-9	-4	-32	0
CCn1c(O)c(C=NCCN2CCOCC2)sc1=S	0.4	-2.2	0.4	-3	-3.3	-3	-2	-3	1
Cc1cccn2c(CNCC3OCCc4ccccc43)c(C(=O)N3CCCCC3)nc12 (stereo unspecified)	-0.9	-2.4	0.0	-2	-1.8	-21	-7	41	13
O=C(Cc1c(O)c2ccccc2[nH]c1=O)OC1CCCCC1	-0.7	-3.4	1.2	-1	-4.5	0	1	-5	-3
COc1ccc(NC(=O)CSCc2cc(=O)n3c(C)csc3n2)cc1	0.4	-2.9	-0.1	-6	-1.1	-6	-12	-9	12
O=c1cc[nH]c2cccc(Cc3ccccc3)c12	7.5	-2.5	5.9	-1	-1.4	-9	-3	-18	-5
CC(=O)Nc1nc(COc2ccccc2)cs1	0.1	-1.7	0.5	-1	-4.1	-8	-5	12	2
COC(=O)c1c(NC(=O)CC2Nc3cc(C)c(C)cc3NC2=O)sc(C)c1C (stereo unspecified)	-1.2	4.6*	0.0	-16	-1.1	-6	x	-6	0
COc1ccc2nc(SC)cc(C)c2c1	-2.0	-1.1	-1.8	-3	0.2	-6	4	20	9
Cc1nc2nc(-c3cccs3)cn2nc1C	2.3	-1.3	0.5	4	0.8	7	-1	31	-2
Cc1cc(C)c(S(=O)(=O)c2ccccc2)c(N(C)C)n1	-2.5	-3.2	0.2	-7	-2.7	-3	-6	4	2
COc1cc2c3nnc(-c4ccc(F)cc4)c-3cn(Cc3ccc(F)cc3)c2cc1OC	-0.1	-4.0	1.1	15	-4.5	-2	0	12	-85
O=C(c1cccc([N+](=O)[O-])c1)N1CCN(Cc2ccccc2)CC1	0.2	-3.9	1.4	-14	-3.4	12	-5	18	-21
Cc1nc2c(-c3ccc(F)cc3)cnn2c(N)c1-c1ccc(F)cc1	0.1	-2.0	0.0	-2	-7.0	12	-11	x	-26
CC(=O)c1ccc(Nc2c([N+](=O)[O-])ccc3nonc23)cc1	-0.4	-3.0	0.2	-1	-1.7	-4	-8	24	6
CCOc1ccccc1NS(=O)(=O)c1c(C)noc1C	-0.6	-2.4	0.5	0	-1.0	2	-3	-2	-7
CCCCn1c(=S)[nH]c2ncccc2c1=O	0.6	-5.7	0.9	1	-1.5	-8	-2	-9	0
O=C(NCc1ccc(OC(F)(F)F)cc1)C12CN(Cc3ccccc3)CC1C(c1cccc([N+](=O)[O-])c1)=NO2 (stereo unspecified)	1.3	-2.7	1.7	-1	-1.4	10	-4	-15	-4
COc1ccc(CCNC(=O)C2CCN(C(=O)NC3CCCCC3)CC2)cc1	-0.6	-0.6	0.5	-20	-1.4	-3	10	10	1
CC1(C)CC(=O)C2=C(C1)N(c1cccnc1)C(N)=C(C#N)C2c1cccs1 (stereo unspecified)	-1.3	-1.2	0.7	0	0.2	-5	1	-3	8
COc1ccc(S(=O)(=O)NC(C)C(=O)NCCN2CCOCC2)cc1Cl (stereo unspecified)	1.1	-0.4	-0.2	-3	-0.6	-9	-3	-17	0
O=C(c1ccco1)N1N=C(c2ccccc2)CC1c1ccc2nccnc2c1 (stereo unspecified)	0.1	-3.6	0.7	-35	-0.8	-9	-1	20	-4
Cc1cc(NC(=O)CCC(=O)N(CCC(C)C)C(C(=O)NCC2CCCO2)c2ccccc2C)no1 (stereo unspecified)	-2.1	-2.9	-1.3	-53	-1.7	0	-8	20	-3
Cc1cccc(CN2C(=O)N/C(=C/c3ccc(C)s3)C2=O)c1	1.0	-3.2	3.8	-5	-5.4	14	-3	26	-2
CC(C)CNC(=O)c1cc(-c2ccc(Br)cc2)on1	0.1	1.1	0.8	4	-0.1	-5	x	3	0
CC(C)(C)n1nnnc1CN(Cc1cccnc1)Cc1ccccc1Cl	-0.9	-2.9	-1.4	-29	-1.8	7	1	10	1
Cn1cc(S(=O)(=O)c2ccccc2)c(=O)c2cc(Cl)ccc21	0.4	1.0	0.8	-6	1.1	-15	-8	33	-1
O=C(NCc1ccc(S(=O)(=O)NC2CCCCC2)s1)c1ccccc1	1.6	-3.2	1.7	-22	-2.5	-7	-4	34	25
CCc1c(C)nc2nc(NC(C)=O)[nH]n2c1=O	0.2	-4.8	1.3	1	-5.6	9	-7	-4	-17
CCc1ccc(NC(=O)COC(=O)/C=C/c2c(C)nn(C3CCS(=O)(=O)C3)c2Cl)cc1 (stereo unspecified)	1.3	-2.4	1.8	-32	-1.7	9	-7	-10	7
CCN(CC)CCCNC(=O)c1cc2c(=O)[nH]c3ccc(C)cc3c2s1	x	-1.1	x	10	11*	-3	-14	24	-18
CCOC(=O)NN=C1c2ccccc2-c2ccccc21	x	-2.4	x	-15	2.5	-16	3	3	2
O=C(Cc1cccs1)Nc1nc(-c2ccccc2)cs1	-1.9	1.3	0.0	-2	-0.5	17	-6	-2	-1
O=C(Nc1ccccc1F)c1ccc2nc(N3C(=O)CCC3=O)sc2c1	-0.4	-4.7	1.0	-6	-4.1	-8	-6	27	0
Cc1cc(C)c2c(=O)cc(C(F)F)oc2c1	-1.3	-1.7	0.3	-3	-0.3	-6	2	18	-10
COC(=O)c1cc(S(=O)(=O)N2CCC(C)CC2)cn1C	-0.6	-1.1	0.4	-2	1.8	-5	-8	-16	19

Sorted by number of heavy atoms (rising): 4 of the compounds above.
SMILES	OXTR agonist	IMP-1 inh	V1aR counter	FID counter	VIM-2 inhibitor	GPR7 antagonist	GalR3 antagonist	PHOSPHO1 inh	HCV NS3 hel inh
Cc1cc(C)c2c(=O)cc(C(F)F)oc2c1	-1.3	-1.7	0.3	-3	-0.3	-6	2	18	-10
CC(C)CNC(=O)c1cc(-c2ccc(Br)cc2)on1	0.1	1.1	0.8	4	-0.1	-5	x	3	0
COC(=O)c1cc(S(=O)(=O)N2CCC(C)CC2)cn1C	-0.6	-1.1	0.4	-2	1.8	-5	-8	-16	19
Cc1cc(NC(=O)CCC(=O)N(CCC(C)C)C(C(=O)NCC2CCCO2)c2ccccc2C)no1 (stereo unspecified)	-2.1	-2.9	-1.3	-53	-1.7	0	-8	20	-3

Going on with the list:
SMILES	OXTR agonist	IMP-1 inh	V1aR counter	FID counter	VIM-2 inhibitor	GPR7 antagonist	GalR3 antagonist	PHOSPHO1 inh	HCV NS3 hel inh
CNC(=S)NN(c1ccccc1)c1ccccc1	-1.2	-3.5	-0.3	-1	-1.3	-5	x	28	3
CC(NC(=O)Nc1ccc([N+](=O)[O-])cc1)C(c1cccs1)N1CCCC1 (stereo unspecified)	33*	-2.2	55*	3	-1.4	1	-1	19	-6
C[C@H](NC(=O)c1nc[nH]c1C(=O)N1CCc2ccccc2C1)C(=O)OCc1ccccc1	-0.4	x	-0.9	x	x	x	-2	31	x
CCOC(=O)N1CCN(C(=O)c2ccc(NC(=O)c3ccc(C)cc3)cc2)CC1	-1.5	-2.8	0.3	-30	-1.8	-8	-1	26	-2
O=C(c1ccco1)N1CCN(S(=O)(=O)c2cc(Cl)ccc2Cl)CC1	0.2	-4.3	-1.0	-34	0.2	12	-5	54	9
CC(=O)N1c2ccc(S(=O)(=O)N(C)c3cc(C)ccc3C)cc2CC1C (stereo unspecified)	-0.1	-2.7	5.0	-29	-2.9	-5	-12	6	5
O=C(CSc1nnc(CNC(=O)c2ccccc2)o1)c1ccc(Cl)cc1	8.3	-2.1	12	-24	-4.9	-19	-2	51	-1
CC1CN=C(N(C(=O)Nc2ccccc2)C(C)c2ccccc2)S1 (stereo unspecified)	1.3	-2.6	0.1	3	-2.3	-8	1	16	-6
CN(CCCN1CCOCC1)Cc1cn(C)nc1-c1ccccc1F	0.3	-1.8	-1.1	4	-0.9	-12	-1	24	9
CCOC(=O)C1=C(C)NC(C)=C(C(=O)OCC)C1c1nc2ccccc2[nH]1	0.6	-0.7	0.5	-2	-1.0	-17	-2	x	-3
Cc1ccc(SCC(=O)N2CCCC2)cc1	-1.4	-2.0	0.2	-1	-2.3	-12	3	-13	2
COc1cc(OC)c(OC)cc1/C=C/c1cc(C(F)(F)F)[nH]c(=O)n1	0.9	-2.3	1.3	-7	-0.9	-17	-4	-3	-8
N#CCCNS(=O)(=O)c1ccc(C(=O)OCC2CCCCC2)cc1	3.8	-3.8	4.5	-26	-0.1	5	-3	7	-9
CCN(CC(N)=O)S(=O)(=O)c1ccc(F)cc1	0.1	-1.2	2.3	-1	-1.9	-10	1	25	10
COc1cc(NC(=O)Cc2ccc(Cl)cc2)ccc1NC(=O)c1ccco1	0.3	0.8	0.7	-13	-0.5	-9	0	3	7
CC1CCCCC1NC(=O)COC(=O)Cc1ccc(Br)cc1 (stereo unspecified)	-2.6	-2.6	-0.4	-14	0.6	-11	-2	25	-9
O=C(c1cccc(Cl)c1)N1CCN(C(=O)c2ccccc2F)CC1	-0.1	-2.9	0.7	-6	-1.5	-15	2	-14	1
O=C(NCc1ccc(Cl)cc1)C1CCN(c2cnccn2)CC1	-1.0	-3.0	0.9	-6	-3.1	-5	-2	-29	0
Cc1ccc(O)c(C(CC(=O)N2CCCC2)c2ccccc2)c1 (stereo unspecified)	-2.8	0.7	0.4	-22	1.2	-3	x	-8	11
O=C(O)CCC(=O)N1c2ccccc2NC2=C(C(=O)CC(c3ccc(F)cc3)C2)C1c1ccc([N+](=O)[O-])o1 (stereo unspecified)	0.4	-4.0	0.1	-40	-2.3	-8	-1	36	11
CN1C(=O)C2(NCCc3c2[nH]c2ccccc32)c2ccccc21 (stereo unspecified)	0.7	-2.6	1.3	-3	-1.4	-2	-1	14	-7
CCC/C(O)=C1\C(=O)CC(C)(C)CC1=Nc1ccccc1OC	-3.2	x	-1.3	x	x	x	-5	6	x
c1ccc(-n2ncc3c2ncn2cnnc32)cc1	0.2	-3.5	0.5	0	0.0	-5	4	1	-8

Assay outcomes deposited in PubChem by several laboratories.
